# Screening data as filed in PubChem.
# ERAP1 inh = inhibitors of human ERAP1 aminopeptidase. Q9NZ08. recombinant ERAP1, Leu-AMC fluorescence, 60 min. inhibition, % at 10.7 µM. hit rate 0.15% among 340,000. AID 652197;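 active = mean replicate inhibition of at least 30%, or all replicates individually reaching that 30% level; inactive = mean below 30% and not every replicate reaching it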;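 also: 0% = neutral control wells and 100% = L-leucinethiol positive control wells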
# Target sequence (Q9NZ08 whole entry, looked up): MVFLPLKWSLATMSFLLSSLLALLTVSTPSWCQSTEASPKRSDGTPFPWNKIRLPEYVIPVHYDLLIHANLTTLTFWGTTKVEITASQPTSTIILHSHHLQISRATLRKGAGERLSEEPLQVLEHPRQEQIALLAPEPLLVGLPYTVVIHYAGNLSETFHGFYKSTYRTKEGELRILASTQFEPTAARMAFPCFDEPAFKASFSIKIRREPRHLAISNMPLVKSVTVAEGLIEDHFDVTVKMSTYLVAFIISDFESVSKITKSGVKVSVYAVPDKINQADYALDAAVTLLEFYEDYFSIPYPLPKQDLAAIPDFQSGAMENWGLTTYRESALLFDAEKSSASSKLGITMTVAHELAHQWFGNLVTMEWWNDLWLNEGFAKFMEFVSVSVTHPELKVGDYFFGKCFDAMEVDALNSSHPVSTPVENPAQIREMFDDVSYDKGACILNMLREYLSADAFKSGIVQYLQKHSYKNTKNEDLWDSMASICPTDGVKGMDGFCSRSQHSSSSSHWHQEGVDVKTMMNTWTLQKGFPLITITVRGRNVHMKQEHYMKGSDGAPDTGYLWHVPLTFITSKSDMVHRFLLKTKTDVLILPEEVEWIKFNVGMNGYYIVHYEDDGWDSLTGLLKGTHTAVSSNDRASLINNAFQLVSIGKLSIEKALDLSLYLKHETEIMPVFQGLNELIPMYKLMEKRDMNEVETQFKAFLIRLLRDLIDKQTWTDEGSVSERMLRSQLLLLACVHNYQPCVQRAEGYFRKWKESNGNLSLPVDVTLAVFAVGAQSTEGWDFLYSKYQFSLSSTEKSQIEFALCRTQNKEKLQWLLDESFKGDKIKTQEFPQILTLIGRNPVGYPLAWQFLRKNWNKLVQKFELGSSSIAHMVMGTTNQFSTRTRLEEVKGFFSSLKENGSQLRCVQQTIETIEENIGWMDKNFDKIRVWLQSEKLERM
# EWS-Fli block = blocks EWS/Fli oncoprotein-driven transcription. A673 NR0B1-luciferase reporter, viability-normalised. AID 651661. hit rate 0.67% among 350,000. inhibition, % at 12.6 µM;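 active = mean inhibition of at least 50% after viability correction, with every replicate also passing that limit; inconclusive = mean reaches 50% but only one of two replicates passes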;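 also: firefly luciferase signal divided by Alamar Blue viability fluorescence both relative to DMSO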
# LGR2 antag = inhibitors of bursicon-induced Drosophila LGR2 receptor cAMP signaling | hit rate 0.35% among 380,000 | HEK293 LGR2, CRE-luciferase, bursicon-stimulated, 4 h | inhibition, % at 9.99 µM | AID 720647;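 active = drop in luminescence signal, shown as inhibition above about 50% in the replicate tests, limit read from the data, passing the limit was not always enough; inconclusive = probably only some replicates passing the limit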;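 also: agonist challenge used bursicon conditioned medium at about half maximal strength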
# PglD inh = inhibitors of Campylobacter jejuni PglD acetyltransferase. purified PglD enzyme, DTNB colorimetric CoA detection. inhibition, % at 12.5 µM. hit rate 0.098% among 360,000. AID 602405; in the data active = inhibition above about 16%, passing the limit was not always enough; inconclusive = no clear call, values can overlap the other calls; also: strong numbers were not always called active
# FN deposition inh = fibronectin deposition inhibition; inhibition, % at 12.6 µM; AH1F fibroblasts, Alexa488-fibronectin deposition fluorescence, overnight; hit rate 0.086% among 350,000;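 active = mean inhibition across replicates of 30% or more, regardless of how many single replicates reach that level; inconclusive = mean under 30% yet at least half of replicates reach 30%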;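 also: positive control wells lacked labelled fibronectin entirely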
#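 Measured by – fluorescence 485/525 nm · System – AH1F fibroblast monolayer, labelled fibronectin deposition · Amount – 10000 cells per well · Buffer or medium – serum-reduced DMEM (2% serum) · Doses – single dose, pinned · Also added – fluorescent fibronectin at 24 nM final · Schedule – 1 h cell attachment, overnight exposure to compound and label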
# PGC1a acetyl inh = PGC1a acetylation modulation, inhibitor mode; hit rate 0.17% among 350,000; AID 651687; U2OS PGC1a acetylation, AlphaScreen anti-acetyl-lysine; with virally co-expressed GCN5 acetyltransferase; inhibition, % at 15.6 µM;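 active = every replicate shows inhibition of at least 40%; inconclusive = mean inhibition at least 40% but some replicate below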;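 also: 0% = neutral control wells and 100% = positive control wells; some results beyond the cut were filed as inactive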
# S100A4 MyoIIA = S100A4-myosin IIA interaction inhibition; S100A4/TAMRA-MyoIIA peptide fluorescence polarization; P26447; AID 652163; hit rate 0.14% among 360,000; inhibition, % at 10.7 µM;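 active = mean inhibition of at least 70% across replicates, with every replicate also reaching that level; inconclusive = mean inhibition reaches 70% but some replicates fall short; inactive = mean inhibition below 70%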
# Target sequence (P26447 whole entry, looked up): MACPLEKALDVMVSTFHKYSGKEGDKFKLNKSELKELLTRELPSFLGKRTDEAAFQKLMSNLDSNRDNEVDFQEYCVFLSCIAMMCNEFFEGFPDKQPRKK
#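 Material: S100A4 monomer protein / Buffer or medium: 50 mM HEPES pH 7.2, 10 mM CaCl2, 100 mM KCl / Times: 5 min incubation before reading / Benchmarks: neutral control DMSO, positive control TFP / Reagent: labelled myosin peptide probe, 5 nM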
# PAX8 reporter = lowers PAX8-driven luciferase in RMG-I cells; RMG-I TPO-luciferase reporter, SteadyGlo, 24 h; inhibition, % at 12.6 µM; hit rate 1.2% among 360,000;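 active = mean replicate inhibition at least 60% with every replicate also reaching 60%; inconclusive = only one of the two criteria is met; inactive = mean below 60% and not all replicates reaching 60%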;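 also: luciferase light reporting Pax8 driven TPO promoter activity; plate controls were median of neutral control wells for no effect and mitoxantrone controls for full effect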
# The depositor's hits bear a star; u = inconclusive; x = no result given.
SMILES,ERAP1 inh,EWS-Fli block,LGR2 antag,PglD inh,FN deposition inh,PGC1a acetyl inh,S100A4 MyoIIA,PAX8 reporter
CCN(CC)C(=O)c1[nH]cnc1C(=O)Nc1ccccc1F,-2,11,-1,4,-4,x,-8,-8
O=C(NC1CCCC1)C(c1cccnc1)N(C(=O)c1csnn1)C1CC1 (stereo unspecified),x,x,x,9,2,-4,x,-14
Cc1ccc(-n2nc(C)c(=O)c(-c3ccccc3)c2NC(=O)c2cccs2)cc1,-4,19,x,x,-8,x,1,-1
OC(CSc1nc2ccccc2s1)CC(O)c1ccccc1 (stereo unspecified),2,-6,x,3,x,-9,1,-8
CCN(CC(=O)Nc1ccccc1OC)C(=O)CSCC(=O)Nc1cccc(C)c1,0,-8,5,-6,0,5,0,9
COCc1cn([C@@H]2C[C@@H]3O[C@@H](CO)CC[C@@H]3O[C@@H]2CCc2ccc(-c3ccc(OC)cc3)cc2)nn1,0,-5,x,x,x,-3,4,-9
O=c1c2ccccc2c(C=Nc2ccc(S(=O)(=O)Nc3ncccn3)cc2)c(O)n1-c1cccc(Cl)c1,-4,-7,-10,x,0,x,-2,-9
O=C(NC1CCCCC1)C(CCc1ccccc1)N1CCc2ccccc2C1 (stereo unspecified),-4,8,-4,3,1,-10,-5,8
CCN(C(=O)CCN1C(=O)S/C(=C\c2ccccc2)C1=O)C1CCS(=O)(=O)C1 (stereo unspecified),2,-10,11,-2,4,x,-1,7
CC(C)C(=O)N1CCC1(C)C(=O)Nc1ccc(-n2cccc2)cc1 (stereo unspecified),3,-9,12,4,-3,1,-3,x
CC1CCN(CCNC(=S)Nc2ccc(Cl)cc2)CC1,-1,-1,6,x,-5,x,-3,-21
CCCSc1nnc2nc(C)cc(C)n12,x,-81,25,2,0,13,4,-8
CCOC(=O)C1=C(C)NC(=O)NC1/C=C/c1ccccc1 (stereo unspecified),x,x,-9,-3,10,-1,x,x
CC1CCCN(S(=O)(=O)c2ccc3c(c2)c(=O)nc2ccc(Cl)cn23)C1 (stereo unspecified),-20,4,-6,-2,3,-10,1,-3
CCNC(=O)Nc1ccc2c(c1)C(=O)N(C)[C@@H]1CC[C@@H](CC(=O)NCC3CC3)O[C@@H]1CO2,x,-10,10,-1,-4,-6,x,-21

# Exported with values under each structure: entries from further up
# Each structure is followed by: ERAP1 inh	EWS-Fli block	LGR2 antag	PglD inh	FN deposition inh	PGC1a acetyl inh	S100A4 MyoIIA	PAX8 reporter
CC1CCN(CCNC(=S)Nc2ccc(Cl)cc2)CC1
→ -1	-1	6	x	-5	x	-3	-21
OC(CSc1nc2ccccc2s1)CC(O)c1ccccc1 (stereo unspecified)
→ 2	-6	x	3	x	-9	1	-8
CC(C)C(=O)N1CCC1(C)C(=O)Nc1ccc(-n2cccc2)cc1 (stereo unspecified)
→ 3	-9	12	4	-3	1	-3	x

# New compounds follow
SMILES,ERAP1 inh,EWS-Fli block,LGR2 antag,PglD inh,FN deposition inh,PGC1a acetyl inh,S100A4 MyoIIA,PAX8 reporter
Cc1cc(N2C(=O)C(O)=C(C(=O)c3ccco3)C2c2ccccc2F)no1 (stereo unspecified),4,7,15,3,x,x,-2,-14
COc1ccc(NC(=O)Nc2ccc3c(c2)CC(=O)N([C@@H](C)CO)C[C@@H](C)[C@@H](CN(C)S(=O)(=O)c2ccccc2)O3)cc1,-2,-8,-19,x,3,-5,-6,x
N#CC(=Cc1ccc(O)cc1)C(N)=C(C#N)C#N,1,-4,-19,3,4,8,16,3
CCCN(C(=O)Cn1ncc2c([nH]c3ccccc32)c1=O)c1ccccc1C,0,15,-2,-2,4,8,2,13
CCCn1nnnc1NCc1ccc(N(C)C)cc1,x,9,13,-4,-6,-3,6,8
CO[C@H]1CN(C)C(=O)c2cc(NC(=O)C3CC3)ccc2OC[C@H](C)N(C(=O)c2ccccn2)C[C@H]1C,x,-1,-13,x,-1,0,x,x
CCN(CC)c1ncnc2c1nnn2C,0,13,-17,-2,2,-3,0,2
O=c1cc(CSc2nnc3ccccn23)c2c(ccc3ccccc32)o1,x,x,-10,-3,8,5,x,1
CSCC[C@H](NC(=O)N1CCn2c1nc1ccccc12)C(=O)NC1CC1,-1,x,2,-5,-1,-8,-3,15
CC(=O)Nc1sc2c(c1CN1CCCC1)CCCC2,-1,0,-3,-1,-9,7,20,-7
C[C@@H]1CCCCO[C@H](CN(C)Cc2ccc(Cl)c(Cl)c2)[C@H](C)CN([C@@H](C)CO)C(=O)c2cc(NS(=O)(=O)c3cn(C)cn3)ccc2O1,1,2,2,-2,x,-11,-6,-12
N#Cc1ccsc1NC(=O)C1CCN(C(=O)c2ccc(F)cc2)CC1,-3,8,x,-5,-1,6,5,12
Cc1nnc(NC(=O)c2ccc3nccnc3c2)s1,1,-28,7,x,8,x,0,-66
C[C@H](CO)N1C[C@H](C)[C@@H](CN(C)Cc2cccc(C(=O)O)c2)Oc2ncc(-c3ccccc3F)cc2C1=O,0,-11,-21,4,x,-4,0,x
CCOC(=O)[C@@H]1[C@H]2COc3cc(OC)ccc3[C@@H]2N2C(=O)N(c3cccc(F)c3)C(=O)[C@]12C,1,-10,-3,3,3,-4,-3,-10

# Three entries out of the list, ordered by number of heavy atoms, rising:
SMILES,ERAP1 inh,EWS-Fli block,LGR2 antag,PglD inh,FN deposition inh,PGC1a acetyl inh,S100A4 MyoIIA,PAX8 reporter
Cc1nnc(NC(=O)c2ccc3nccnc3c2)s1,1,-28,7,x,8,x,0,-66
N#Cc1ccsc1NC(=O)C1CCN(C(=O)c2ccc(F)cc2)CC1,-3,8,x,-5,-1,6,5,12
CO[C@H]1CN(C)C(=O)c2cc(NC(=O)C3CC3)ccc2OC[C@H](C)N(C(=O)c2ccccn2)C[C@H]1C,x,-1,-13,x,-1,0,x,x

# (more compounds)
SMILES,ERAP1 inh,EWS-Fli block,LGR2 antag,PglD inh,FN deposition inh,PGC1a acetyl inh,S100A4 MyoIIA,PAX8 reporter
COc1ccc(CN(C(=O)CN2C(=O)NC3(CCC(C)CC3)C2=O)C(C)Cc2cccs2)cc1 (stereo unspecified),0,-2,5,-1,-7,-9,-5,22
COc1ccc(CCNC(=O)COC(=O)c2cc(=O)c3ccccc3o2)cc1,-1,-5,-13,6,4,10,-4,-3
Cc1c(C(=O)NCCSCc2c(F)cccc2Cl)cnn1-c1ccc(F)cc1,3,0,12,-4,-12,2,-1,13
Cc1noc(C)c1NC(=O)Nc1ccc2c(c1)C(=O)N([C@H](C)CO)C[C@H](C)[C@@H](CN(C)CC1CCCCC1)O2,-4,1,-20,5,-8,-6,2,-23
COc1ccc(CN=Cc2c(O)[nH]c3ccccc23)cc1,-2,-37,-35,x,0,15,-4,-13
C[C@@H]1CCCCO[C@H](CN(C)C(=O)c2ccncc2)[C@H](C)CN([C@H](C)CO)C(=O)c2cc(NC(=O)c3ccncc3)ccc2O1,2,x,-7,-2,5,1,14,-10
CCC(=O)Nc1ccc2c(c1)C(=O)N(C)C[C@H](OC)[C@@H](C)CN(Cc1ccncc1)[C@H](C)CO2,x,8,-9,0,6,9,-10,2
COc1ccc(S(=O)(=O)N(C)C[C@@H]2Oc3ncc(-c4ccc(F)cc4)cc3C(=O)N([C@H](C)CO)C[C@@H]2C)cc1,0,11,1,-1,1,0,0,9
C[C@@H]1CCCCO[C@H](CN(C)C(=O)Nc2ccccc2)[C@H](C)CN([C@@H](C)CO)C(=O)c2cc(NS(=O)(=O)c3cn(C)cn3)ccc2O1,0,-12,-19,8,2,-14,-1,-5
COc1ccccc1OCc1cc(C(=O)N2CC3C[C@@H]4CC2C[C@H](C3)C4)no1,2,-87,-59,4,-1,x,-4,-71
O=S(=O)(c1cccs1)N1CCN(c2ccccc2Cl)CC1,4,1,-20,-1,3,x,-2,2
O=c1sc2ccccc2c(N2CCCC2)c1[N+](=O)[O-],6,7,u,6,8,6,0,-2
Cc1cc(NC(=O)CSc2nc(Cc3ccccc3)c(C)[nH]2)no1,0,0,15,4,5,-1,-3,-6
C[C@@H]1CN([C@H](C)CO)C(=O)c2cc(C#CC3(O)CCCC3)cnc2O[C@@H]1CN(C)C(=O)Nc1ccc2c(c1)OCO2,-1,-4,6,-2,x,3,u,x
COc1ccc(S(=O)(=O)NC(N)=NCCc2ccc(OC)c(OC)c2)cc1,-3,1,-9,x,-3,x,9,3
CS(=O)(=O)Nc1ccc2c(c1)[C@H]1C[C@@H](CC(=O)NCc3cccc(F)c3)O[C@@H](CO)[C@H]1O2,2,2,-5,2,x,6,-2,1
COc1ccc(-n2c(Cn3c(=O)sc4ccccc43)nnc2SCC(=O)N2CCCC2)cc1,-1,-5,6,3,-2,x,-2,5
O=C(NCc1ccccc1Cl)C1CCCN(S(=O)(=O)c2cnc[nH]2)C1 (stereo unspecified),0,-2,11,4,-5,-4,4,-16
COCC(=O)N1C[C@@H](C)[C@@H](OC)CN(C)C(=O)c2ccc(NC(=O)c3cc(C)on3)cc2OC[C@@H]1C,0,4,11,3,3,-23,16,-10
COc1ccc(NC(=O)/C(C#N)=C/c2ccc(Sc3nncn3C)c([N+](=O)[O-])c2)cc1,-3,3,13,x,-12,-14,-2,5
COc1ccccc1S(=O)(=O)N(C)C[C@@H]1OCc2ccccc2-c2ccccc2C(=O)N([C@@H](C)CO)C[C@@H]1C,1,7,-1,-2,0,-3,0,8
Cc1cccc(NC(=O)C(C)N2C(=O)c3ccccc3S2(=O)=O)n1 (stereo unspecified),-4,-1,0,3,-2,-4,0,-1
O=C(NCc1cccnc1)C(=O)NCC1OCCN1S(=O)(=O)c1ccccc1 (stereo unspecified),-4,-6,-10,0,8,6,1,7
C/C=C/c1ccc([C@H]2[C@H]3CN(S(=O)(=O)c4cccc(C)c4)CCCCN3[C@H]2CO)cc1,0,13,1,7,x,1,-4,11
C[C@@H](NC(=O)C[C@@H]1CC[C@H]2[C@@H](COC[C@H](O)CN2C(=O)Nc2cccc(F)c2)O1)c1ccccc1,4,-32,-11,1,-8,-18,13,5
COc1cccc(NC(=O)N2CC(=O)N3[C@H](CO)[C@H](c4ccc(C#CC5CCCC5)cc4)[C@H]3C2)c1,-1,-10,17,x,-6,-7,1,-34
O=C(NCC1CCCO1)C(=O)NCC(c1ccco1)N1CCN(c2ccc(F)cc2)CC1 (stereo unspecified),3,1,3,0,-1,8,14,34
CS(=O)(=O)N1CC(=O)N2[C@H](C1)[C@@H](c1ccc(C#Cc3ccccc3)cc1)[C@@H]2CO,-3,2,12,x,x,10,3,13
Cc1ccc(C(=O)NNC(=O)C2CSC3(C)CCC(=O)N23)cc1 (stereo unspecified),1,-2,12,x,0,x,18,-14
Cc1ccc(S(=O)(=O)CC(=O)Nc2nccs2)cc1,-1,-7,-11,x,6,x,12,-9
COc1ccc(-c2nc(C#N)c(NCCc3ccccc3)o2)cc1,-2,-74,-41,x,x,x,-3,x
COc1ccccc1-c1ccc([C@H]2[C@@H](CO)N(C(=O)c3cccc(F)c3)[C@H]2C#N)cc1,-5,-3,-5,1,-11,-1,-10,-3
COc1cccc(S(=O)(=O)N[C@@H]2C=C[C@H](CC(=O)NC3CCC3)O[C@@H]2CO)c1,2,4,5,-1,-11,-7,11,-3
COCCn1nnnc1C(c1cccs1)N1CCCC(C)C1 (stereo unspecified),x,5,6,-2,4,-12,-4,0
CCOc1ccc(Br)cc1S(=O)(=O)NC1=NCCCCC1,0,2,-3,-1,-2,6,-32,17
COC(=O)[C@H]1Cc2c([nH]c3ccccc23)[C@H](c2ccccc2)N1,-4,7,-4,-1,5,5,-3,11
